HePTP inh – human HePTP phosphatase inhibition | P35236 | recombinant HePTP phosphatase activity, OD absorbance | inhibition, % at 20 µM | actives 0.64% (n = 110,000) | AID 521; in the data active = inhibition above about 50%;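 note: plate controls were vehicle for no effect and reference inhibitor for full effect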
Target sequence (P35236 whole entry, looked up): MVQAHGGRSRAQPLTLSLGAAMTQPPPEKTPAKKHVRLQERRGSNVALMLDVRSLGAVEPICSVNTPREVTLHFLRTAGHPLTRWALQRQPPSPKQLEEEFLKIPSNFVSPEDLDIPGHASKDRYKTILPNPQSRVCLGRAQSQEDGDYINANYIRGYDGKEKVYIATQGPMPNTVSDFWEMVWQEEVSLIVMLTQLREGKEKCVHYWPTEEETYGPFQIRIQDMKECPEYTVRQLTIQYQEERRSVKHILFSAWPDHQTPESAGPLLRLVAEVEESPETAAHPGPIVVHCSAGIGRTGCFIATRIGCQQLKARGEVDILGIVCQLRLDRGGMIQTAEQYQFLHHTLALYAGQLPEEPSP
BAP1 inh – human BAP1 deubiquitinase inhibition | recombinant BAP1, Ub-AMC hydrolysis fluorescence kinetic; active compounds read low | activity remaining (% of control), % at 20 µM | actives 0.48% (n = 72,000) | Q92560;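 active = activity remaining at or below 50% of control, provided the compound also passes the data quality filters; inactive = the rest, including low values that fail the filters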;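 note: 100% = DMSO wells rate and 0% = substrate alone blank rate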
Target sequence (Q92560 whole entry, looked up): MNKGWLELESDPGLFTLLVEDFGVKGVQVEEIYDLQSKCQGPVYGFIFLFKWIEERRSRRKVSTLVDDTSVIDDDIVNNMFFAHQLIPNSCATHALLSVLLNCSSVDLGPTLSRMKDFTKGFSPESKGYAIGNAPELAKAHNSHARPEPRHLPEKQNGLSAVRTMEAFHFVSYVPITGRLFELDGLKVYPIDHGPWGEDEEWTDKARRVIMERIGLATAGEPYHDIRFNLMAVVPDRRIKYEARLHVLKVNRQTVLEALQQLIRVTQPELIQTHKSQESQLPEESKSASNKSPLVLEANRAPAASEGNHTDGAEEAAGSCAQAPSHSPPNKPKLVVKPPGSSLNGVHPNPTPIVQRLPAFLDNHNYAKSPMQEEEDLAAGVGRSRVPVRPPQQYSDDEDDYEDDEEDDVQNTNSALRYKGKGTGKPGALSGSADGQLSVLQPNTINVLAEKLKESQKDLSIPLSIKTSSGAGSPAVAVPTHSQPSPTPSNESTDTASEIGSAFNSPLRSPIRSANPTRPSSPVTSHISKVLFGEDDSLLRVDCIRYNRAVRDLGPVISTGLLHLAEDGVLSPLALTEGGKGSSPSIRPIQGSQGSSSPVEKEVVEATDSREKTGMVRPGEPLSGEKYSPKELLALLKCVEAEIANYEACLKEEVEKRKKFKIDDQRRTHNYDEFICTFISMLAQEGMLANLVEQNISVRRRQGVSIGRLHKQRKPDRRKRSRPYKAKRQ
Numbers without * were called inactive; · = no result given; & = joins results of further samples. Not a hit list, and some 0.7% of all compounds hit somewhere here.

SMILES	HePTP inh	BAP1 inh
COc1ccccc1NC(=O)c1cc2n(n1)C(C(F)(F)F)CC(c1ccc3c(c1)OCO3)N2 (stereo not drawn)	3	·
COc1ccccc1N1CCN(C(=O)CCNS(=O)(=O)c2ccc3c(c2)CCC(=O)N3)CC1	1	81
Cc1c(CCO)sc[n+]1CC(=O)OC12CC3CC(CC(C3)C1)C2	-11	·
Cc1cc(C)c2c(n1)nn1c(NCCCn3ccnc3)cc(C)nc21	-55	·
CC(=O)NCCCc1oc2ccc(O)cc2c1[N+](=O)[O-]	-1	·
CCc1ccc2[nH]cc(C(=O)N3CCCCCC3)c(=O)c2c1	10	95
Cc1cccc(CN2CCN(CC(=O)NCCCN3CCCC3=O)C2=O)c1	3	106
CCOC(=O)C(NC(C)=O)(NS(=O)(=O)c1ccccc1)C(F)(F)F (stereo not drawn)	3	100
CCOC(=O)CCCNC(=O)COC(=O)CCC(=O)c1ccc(F)cc1	-5	103
C=CCOc1ccc(C(=O)NC(C)C2COc3ccccc3O2)cc1 (stereo not drawn)	-7	·
CC(C)(C)c1cc(/C=N/Nc2ccc(C(F)(F)F)cn2)cc(C(C)(C)C)c1O	1	·
N#Cc1c(-c2ccc(Cl)cc2)nc2n(c1=O)CCS2	-16	·
Cn1c(=O)cc(SCC(=O)NCc2ccco2)c2ccccc21	11	110
COc1ccc(S(=O)(=O)N(CC(N)=O)Cc2ccccc2)cc1	4	·
N#Cc1ccccc1CSc1nc(N2CCCCC2)nc(N2CCCCC2)n1	5	69
CCCCOc1ccc2c3c(cccc13)C(=O)c1ccccc1-2	11	·
O=C1c2cccc3c(Cl)ccc(c23)C(=O)N1O	3	112
CC1CCN(C(=O)c2ccc(C(=O)N3CCC(C)CC3)cc2)CC1	2	78
COc1ccccc1CNS(=O)(=O)c1c(C)noc1C	4	102
COc1ccc(-c2nnc(SCC(=O)c3ccco3)n2-c2ccccc2)cc1	-4	108
COc1cc(C(=O)NCCc2ccc(Cl)cc2)cc(OC)c1OC	-5	·
CCC(=O)N1CCc2cc(Br)cc(S(=O)(=O)NCc3ccco3)c21	8	·
COc1cc(CN2CCN(S(=O)(=O)c3ccccc3)CC2)cc(OC)c1OC	0	·
COc1ccc(OC)c2[nH]c(=O)c(CCNC(C)=O)cc12	9	93
CCCC1C(C#N)=C(N)Oc2n[nH]c(C(C)(C)C)c21 (stereo not drawn)	4	117

2 entries picked at random from those above, as already listed:
SMILES	HePTP inh	BAP1 inh
Cc1cc(C)c2c(n1)nn1c(NCCCn3ccnc3)cc(C)nc21	-55	·
CC(C)(C)c1cc(/C=N/Nc2ccc(C(F)(F)F)cn2)cc(C(C)(C)C)c1O	1	·

Among those listed so far, these have fluorine:
SMILES	HePTP inh	BAP1 inh
COc1ccccc1NC(=O)c1cc2n(n1)C(C(F)(F)F)CC(c1ccc3c(c1)OCO3)N2 (stereo not drawn)	3	·
CCOC(=O)C(NC(C)=O)(NS(=O)(=O)c1ccccc1)C(F)(F)F (stereo not drawn)	3	100
CCOC(=O)CCCNC(=O)COC(=O)CCC(=O)c1ccc(F)cc1	-5	103
CC(C)(C)c1cc(/C=N/Nc2ccc(C(F)(F)F)cn2)cc(C(C)(C)C)c1O	1	·

Next part
SMILES	HePTP inh	BAP1 inh
CCc1nnc(NC(=O)c2c(O)c3cccc4c3n(c2=O)CC4)s1	8	74
Cc1cc(=O)[nH]c(-n2nc(C)c(Oc3ccccc3O)c2C)n1	-1&0	99
Cc1ccc(S(=O)(=O)N/N=C/c2cccc(OS(=O)(=O)c3ccc(C)cc3)c2)cc1	6	·
CCc1ccc(N2C(=O)NC(=O)/C(=C\c3ccc(OCC(=O)O)c(OC)c3)C2=O)cc1	-2	·
CCC(=S)/C=C1\Sc2ccc(OC)cc2N1CCCS(=O)(=O)O	10	·
O=C(O)c1cccc2c1C(=O)N(Cc1ccncc1)C2	4	101
CCOC(=O)c1sc2nc3n(c(=O)c2c1C)CCC3	-4	·
Cc1ccc(-c2nc3ccccc3s2)cc1NC(=O)c1cccc([N+](=O)[O-])c1	6	·
O=C(NNC(=O)C(c1ccccc1)c1ccccc1)c1ccccc1Cl	2	·
CC(C)OC(=O)c1c(NC(=O)C2CC=CCC2C(=O)O)sc2c1CCCC2 (stereo not drawn)	-11	·
COc1cccc(N=C2c3ccc([N+](=O)[O-])cc3C(=O)C2C(C)=O)c1 (stereo not drawn)	-26	·
COc1ccc(N2C(=O)/C(=C/c3ccc(OC)c(OC)c3)SC2=S)cc1	-15	·
COc1ccccc1N1CCN(C(=O)CSc2nc3ncnc(N)c3[nH]2)CC1	9	99
Cc1cccc(C(=O)Nc2sc3c(c2C(=O)N2CCN(C)CC2)CCC3)c1	7	·
O=C(Nc1ccc(Cl)cc1C(=O)N1CCOCC1)c1ccco1	8	131
COc1cccc(OCCNC(=O)c2cc(OC)c(OC)c(OC)c2)c1	-12	·
C(=N\Nc1nn[nH]n1)/c1ccc(OCc2ccccc2)cc1	-8	·
COCCOC(=O)c1c(C)n(C)c2ccc(OC(=O)C3CC3)cc12	1	99
Cc1cccc(NC(=O)CSc2nc3ccc([N+](=O)[O-])cc3s2)c1C	-8	·
COc1ccc(NC(=O)CN(C2CCCCC2)S(C)(=O)=O)cc1OC	1	81
Cc1cc(Br)ccc1NCc1ccccn1	3	·
O=C(CSc1cccc2cccnc12)N1CCCCC1	-2	·
CCCn1c(N)c(Sc2ccc(Cl)cc2)c(=O)n(CCC)c1=O	1	114
CCOC(=O)c1c(-c2ccccc2)csc1NC(=O)c1ccc(C)cc1	6	·
CCn1c(CSc2nc(C)cc(C)n2)nnc1SCC(=O)Nc1nc(-c2ccccc2)cs1	4	95
Continued:
SMILES	HePTP inh	BAP1 inh
CCOC(=O)COc1c(Br)cc(/C=N/NC(=O)Nc2ccccc2)cc1OC	-1	·
CCOc1ccc(NC(=O)CN2CCN(CC(=O)c3ccc(OCC)cc3)CC2)cc1	0	100
COc1ccc(C(NC(=O)Cc2ccccc2)NC(=O)Cc2ccccc2)cc1OC	3	·
Cn1c(NCC(O)c2ccccc2)nc2c1c(=O)n(Cc1ccc(Cl)c(Cl)c1)c(=O)n2C (stereo not drawn)	4	118
CCCc1c(OCCCOc2ccc(OCC(=O)O)cc2)ccc(C(C)=O)c1O	·	106
COc1ccc(N2C(=O)CC(NCCc3ccc(OC)c(OC)c3)C2=O)cc1 (stereo not drawn)	12	·
COc1ccc(N2C(=O)c3ccccc3C2(O)c2ncc[nH]2)cc1 (stereo not drawn)	-20	·
O=C1C=CC(=O)N1c1ccc(Br)cc1[N+](=O)[O-]	9	·
CCCCn1c(SCC(=O)NCc2ccco2)nc2ccc(N3CCOCC3)cc2c1=O	1	98
CC1=C(C(=O)O)N2C(=O)[C@@H](NC(=O)C(N)C3=CCC=CC3)[C@H]2SC1 (stereo partly drawn)	·	91
O=C(NC(=S)Nc1ccc2oc(-c3cccc(I)c3)nc2c1)c1ccco1	7	·
Cc1ccc(/C=C2\C(=O)NC(=O)N(c3cccc(Br)c3)C2=O)cc1	-7	·
O=C(Nc1ccc(-c2nc3ccccc3s2)c(O)c1)c1cc(=O)c2ccccc2o1	·	55
COc1cccc(C2C(C#N)=C(N)Oc3cc(C)n(Cc4ccco4)c(=O)c32)c1 (stereo not drawn)	9	118
Cn1c(SCC(=O)Nc2ccc3cn[nH]c3c2)nnc1-c1cccs1	6	95
CCCc1cc(=O)[nH]c(SCC(=O)N(C)CC(=O)Nc2ccc(C)cc2)n1	6	93
COc1ccc(C(N)=O)cc1NC(=O)COc1ccc(F)cc1	3	·
Cc1cc(C)nc(NC2=NCC(=O)N2c2ccccc2Br)n1	13	99
O=C(NC(=S)N1CCOCC1)c1ccccc1	-7	·
COc1ccc(N2CCN(CCNC(=O)c3cccn4c(=O)c5ccc(Cl)cc5nc34)CC2)cc1	0	105
CC(CC(=O)Nc1ccc(Cl)cc1)c1ccccc1 (stereo not drawn)	4	·
NS(=O)(=O)c1cccc(NC(=O)c2ccccc2I)c1	6	·
O=C1C(=O)N(c2ccccn2)C(c2cccnc2)/C1=C(/O)c1ccc(Br)cc1 (stereo not drawn)	0	·
Cc1oc(-c2ccccc2F)nc1CS(=O)(=O)CC(=O)NC1CCCC1	4	99
COCCNC(=O)c1ccc2c(c1)NC(=O)CS2	4	101
New compounds follow.
SMILES	HePTP inh	BAP1 inh
CC(=O)Nc1ccc(Sc2ccc(NC(C)=O)cc2)cc1	4	·
COc1ccccc1Cc1noc(-c2ccc([N+](=O)[O-])cc2)n1	-13	·
CCOc1ccc(C(=O)Nc2sc3c(c2C(N)=O)CCCC3)cc1	-1	·
Cc1ccc(OCCSc2nnnn2-c2ccccc2)cc1	2	·
CCOC(=O)c1ccc(-c2ccc(C(=O)Nc3cccnc3)o2)cc1	5&3	102
Brc1ccc(-c2noc(CCc3ccccc3)n2)o1	-2	93
COc1ccc2nc(NC(=O)CCc3nc(-c4ccccc4F)no3)sc2c1	-3	48*
Cc1ccc(S(=O)(=O)Nc2ccc(-c3nnc(SCC#N)n3C)cc2)cc1	-3	102
O=C(O)c1nsnc1NCCO	·	58
COc1ccc2cc(C(=O)Nc3c(C)n(C)n(-c4ccccc4)c3=O)sc(=O)c2c1OC	1	84
c1ccc(-c2nc(NC3CCCCC3)c3ccccc3n2)cc1	3	·
O=C(Cc1ccccc1)NC1CCN(S(=O)(=O)c2cccc(F)c2)CC1	13	90
CC(=O)Nc1cccc(NC(=O)CSc2nnnn2C)c1	7	63
Cc1csc(SCC(=O)Nc2nc(-c3ccccc3)cs2)n1	8	54
O=C(Cn1ccc2ccccc2c1=O)NCCC(=O)Nc1ccc2c(c1)OCCO2	3	·
COc1cccc2[nH]c3c(N4CCCCC4)ncnc3c12	2	82
COC(=O)c1cc(C(=O)N2CCN(c3ccccc3)CC2)cc([N+](=O)[O-])c1	5	·
O=C(NCc1ccc2c(c1)OCO2)C(c1ccccc1)c1ccccc1	7	·
COc1cccc(NC2=C(Cl)C(=O)N(Cc3ccccc3)C2=O)c1	2	·
O=C(O)CN1C(=O)/C(=C\c2cc(Cc3ccccc3)cc([N+](=O)[O-])c2O)SC1=S	40	·
Cc1nonc1OCCNC(=O)C12CC3CC(CC(C3)C1)C2	2	70
CCOC(=O)c1oc2cc(-c3ccccc3)cc(O)c2c1C	-6	·
CCOC(=O)c1c(NC(=S)NC(=O)/C=C/c2ccco2)sc(C)c1C	10	·
CC(C)Cc1nc(N2CCN(C(=O)Cc3ccccc3)CC2)c(C#N)c2c1COC(C)(C)C2	6	·
O=C(Nc1ccccc1)Nc1cccc2cccnc12	11&-6	91

Given as labelled records: 4 of the compounds above
> Cc1nonc1OCCNC(=O)C12CC3CC(CC(C3)C1)C2
  HePTP inh: 2
  BAP1 inh: 70

> CCOC(=O)c1oc2cc(-c3ccccc3)cc(O)c2c1C
  HePTP inh: -6
  BAP1 inh: ·

> CCOC(=O)c1c(NC(=S)NC(=O)/C=C/c2ccco2)sc(C)c1C
  HePTP inh: 10
  BAP1 inh: ·

> CC(C)Cc1nc(N2CCN(C(=O)Cc3ccccc3)CC2)c(C#N)c2c1COC(C)(C)C2
  HePTP inh: 6
  BAP1 inh: ·

The listing continues.
SMILES	HePTP inh	BAP1 inh
CCCOC(=O)c1ccc(NC(=O)c2ccc(C)c([N+](=O)[O-])c2)cc1	42	·
Clc1cccc(/C=N/N=C/c2cccc(Cl)c2Cl)c1Cl	5	·
CC(C)(C)C(=O)Nc1ccccc1C(=O)NCc1ccco1	-7	102
Cc1ccn(-c2cc(O)c(-n3ccc(C)n3)cc2O)n1	6	·
COC(=O)c1ccccc1NC(=O)c1cnn2c(C(F)(F)F)cc(-c3ccc(OC)c(OC)c3)nc12	7	·
O=C(O)C1CCCN1S(=O)(=O)c1ccc(Br)s1 (stereo not drawn) (tested in a mixture with another compound)	1	85
CC(=O)N1CCN(c2ccc(NC(=O)c3ccccc3Br)cc2Cl)CC1	-2	·
CC(CN1CCCCC1)OC(=O)c1cc2ccccc2o1 (stereo not drawn)	-4	97
Cc1cc(C)cc(OCCCCCCn2ccnc2)c1	8	·
COc1cccc(/C=C2\C(=O)N(c3ccc(S(N)(=O)=O)cc3)N=C2C)c1	-6	·
CC(C)OC(=O)c1c(NC(=O)c2ccc(Cl)cc2[N+](=O)[O-])sc2c1CCCCC2	8	·
CCOc1ccc(-c2nc(-c3ccc(OC)cc3)no2)cc1OCC	6	103
CN(C)C(=O)CCc1nc(-c2ccc(C(C)(C)C)cc2)no1	0	97
COc1ccccc1OCC(=O)NC1CC(C)(C)NC(C)(C)C1	7	·
O=C(COc1ccccc1Cl)NNC(=O)c1ccccn1	-7	·
CC(=O)Nc1ccc(NS(=O)(=O)c2ccc3ncccc3c2)cc1	10	·
COC(=O)c1ccc(NC(=O)COc2ccc(C)cc2C)cc1	3	·
Cc1ccc([N+](=O)[O-])cc1-c1ccc(/C=C2\C(=O)NC(=O)N(c3ccc(Cl)cc3)C2=O)o1	-8	·
COC(=O)c1[nH]c2c(c1C)C(=O)CC(c1ccc(C)cc1)C2 (stereo not drawn)	-3	86
O=C(O)COc1c(F)c(F)c(C(F)(F)F)c(F)c1F	8	91
COc1cc(NCCCC(C)N)c2ncccc2c1 (stereo not drawn)	-16	96
COc1ccc(CC(=O)NCc2ccc(F)cc2)cc1OC	-9	·
O=C1CCCc2c1cc(C(=O)Nc1ccc(Br)cn1)c(=O)n2-c1ccccc1	8	138
COC(=O)C1C(=O)c2c([nH]c(C(=O)OC3CCCCC3)c2C)CC1C (stereo not drawn)	-12	84
COc1ccc2cc(C(=O)Nc3ccccc3)c(=Nc3ccc(C(F)(F)F)cc3)oc2c1	·	61
C/C(=N/N1CCN(Cc2ccccc2)CC1)c1ccc(Br)cc1	-5	·
CN(C)CCCO[C@@H]1[C@H]2OC(C)(C)O[C@H]2O[C@@H]1C(O)CO (stereo partly drawn)	·	96
CCCCOC(=O)Nc1ccccc1C(=O)N1CCCC1	7	·
CCc1ccc2oc(-c3ccc(C)c(NS(=O)(=O)c4ccccc4)c3)nc2c1	4	·
CC(=O)c1ccc(NC(=S)NC(NC(=O)N(C)C)C(Cl)(Cl)Cl)cc1 (stereo not drawn)	3	·

Single records, from the list above. Values in the order: HePTP inh, BAP1 inh
`Clc1cccc(/C=N/N=C/c2cccc(Cl)c2Cl)c1Cl` as listed: 5, ·
`CCOc1ccc(-c2nc(-c3ccc(OC)cc3)no2)cc1OCC` as listed: 6, 103
